# Scp-1 inhibitor: Scp-1 phosphatase inhibitors, primary screen, biochemical, colorimetric, uHTS; AID 493091, 2011; actives 0.88% (n = 340,000); Recombinant Scp1, phosphopeptide, malachite green phosphate absorbance; inhibition, % at 20 µM; Carboxy-terminal domain RNA polymerase II polypeptide A small phosphatase 1 (Homo …;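 active = inhibition above about 50% at 20 µM, limit read from the data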;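 also: plate controls were DMSO wells with enzyme for no effect and wells lacking enzyme for full effect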
# Target sequence (Q9GZU7 76-261 limits assumed): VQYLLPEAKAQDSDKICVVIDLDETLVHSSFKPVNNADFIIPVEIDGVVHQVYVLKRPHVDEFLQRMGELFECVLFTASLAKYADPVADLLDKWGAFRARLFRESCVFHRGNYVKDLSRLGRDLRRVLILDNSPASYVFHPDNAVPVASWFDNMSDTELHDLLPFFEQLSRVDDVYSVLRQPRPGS
#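 Test system: SCP-1 phosphatase catalytic domain, residues 76-261; measured by: colorimetric phosphate reagent with accelerator and stabiliser, absorbance at 630 nm; timing: enzyme reaction 45 min at room temperature, colour 5 min, stabilisation 30 min; also added: Phosphorylated 17-residue peptide substrate; compound dosing: one concentration, 20 µM, with 1.0% DMSO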
# NRP1-CendR mod: modulators of CendR peptide binding to NRP-1, primary screen, biochemical, fluorescence polarization, uHTS; AID 602438, 2012; actives 0.85% (n = 360,000); FAM-RPARPAR peptide binding to NRP-1; inhibition, % at 25 µM;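 active = inhibition or corrected inhibition above about 18%, plus a signal ratio from 0.5 to 1.5, limit read from the data, passing the limit was not always enough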; also: strong numbers were not always called active
# DNMT1 inh: human DNMT1 methyltransferase inhibitors, primary screen, biochemical, molecular beacon, fluorescence, HinP1I cleavage, uHTS; DNA (cytosine-5)-methyltransferase 1 (Homo sapiens), P26358; inhibition (reported as % activation of signal), % at 10 µM; actives 0.83% (n = 360,000); AID 588458, 2011; in the data active = inhibition above about 50%
# TbMetRS inhib: T. brucei MetRS inhibitors, primary screen, biochemical, luminescence; purified T. brucei MetRS, ATP depletion, Kinase-Glo luminescence; methionyl-tRNA synthetase (Trypanosoma brucei brucei); actives 0.4% (n = 360,000); inhibition, % at 11.9 µM; AID 624268, 2012;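 active = inhibition above a per-plate cutoff of the control wells' mean inhibition plus 3 SD, cut at about 5.5% in these data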;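 also: 0% = DMSO wells median and 100% = median of wells with control inhibitor compound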
#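 Test system – parasite MetRS enzyme · Reagent – substrates ATP, L-methionine and bulk Escherichia coli tRNA · Doses – 11.9 µM compound single dose, 0.9% DMSO · Times – 15 min enzyme-compound preincubation, 2 h reaction, 10 min detection, 25 °C · Signal – Kinase-Glo luminescence, ATP depletion format · Controls – DMSO-only wells as low control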
# SUMO1 PPI mod: modulators of SUMO1 protein-protein interactions, primary screen, biochemical, uHTS; SUMO1 binding to a labelled peptide, TR-FRET, 1 h; AID 602429, 2012; Small ubiquitin-related modifier 1 (Homo sapiens), P63165; actives 0.33% (n = 360,000); inhibition, % at 20 µM; in the data active = inhibition above about 37%
# Target sequence (P63165 whole entry, looked up): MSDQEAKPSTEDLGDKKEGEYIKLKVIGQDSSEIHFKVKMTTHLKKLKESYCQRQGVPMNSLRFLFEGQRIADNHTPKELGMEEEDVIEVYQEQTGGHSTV
# Neddyl block: inhibitors of cullin neddylation, primary screen, biochemical, TR-FRET, uHTS, NAE and Ubc12; actives 0.58% (n = 360,000); calls only at 25 µM; NEDD8-conjugating enzyme Ubc12 (Homo sapiens) + NEDD8-activating enzyme E1 regulatory …; in the data active = inhibition above about 36%
# NadD inh: inhibitors of S. aureus NadD, primary screen, biochemical, colorimetric, uHTS. Nicotinate-nucleotide adenylyltransferase NadD (Staphylococcus aureus N315). purified NadD enzyme, colorimetric absorbance read-out. inhibition, % at 20 µM. actives 0.78% (n = 360,000). AID 602399, 2012; in the data active = inhibition above about 26%; also: some compounds past the cut are filed as inactive
# LMPTP block: LMPTP phosphatase inhibitors, primary screen, biochemical, fluorescence intensity, uHTS | recombinant LMPTP-A, OMFP fluorogenic substrate | AID 651560, 2012 | Low molecular weight phosphotyrosine protein phosphatase (Homo sapiens), P24666 | actives 0.22% (n = 360,000) | inhibition, % at 20 µM;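 active = compounds that cut the enzyme signal by at least half of the control window in the single-dose screen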;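 also: plate controls were DMSO wells with enzyme plus substrate for no effect and substrate without enzyme for full effect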
# Target sequence (P24666 whole entry, looked up): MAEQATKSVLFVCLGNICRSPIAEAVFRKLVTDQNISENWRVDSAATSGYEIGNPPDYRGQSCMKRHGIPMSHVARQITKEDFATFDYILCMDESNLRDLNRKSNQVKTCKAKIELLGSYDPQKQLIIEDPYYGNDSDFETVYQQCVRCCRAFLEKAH
#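 Test system: LMPTP-A, protein tyrosine phosphatase of low molecular weight; Input: 0.625 nM enzyme; Incubation: 50 min dark incubation at room temperature; Signal: endpoint fluorescence intensity from OMFP dephosphorylation; Read-out basis: % inhibition versus control wells.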
# STEP block: STEP phosphatase inhibitors, primary screen, biochemical, fluorescence intensity, uHTS; inhibition, % at 20 µM; actives 0.25% (n = 360,000); AID 588621, 2011; recombinant STEP, OMFP fluorogenic substrate; Tyrosine-protein phosphatase non-receptor type 5 (Homo sapiens), P54829;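 active = inhibition at 20 µM, scaled per plate between control wells, above about 37%, limit read from the data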;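 also: 0% = DMSO with enzyme and substrate and 100% = substrate only without enzyme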
# Target sequence (P54829 whole entry, looked up): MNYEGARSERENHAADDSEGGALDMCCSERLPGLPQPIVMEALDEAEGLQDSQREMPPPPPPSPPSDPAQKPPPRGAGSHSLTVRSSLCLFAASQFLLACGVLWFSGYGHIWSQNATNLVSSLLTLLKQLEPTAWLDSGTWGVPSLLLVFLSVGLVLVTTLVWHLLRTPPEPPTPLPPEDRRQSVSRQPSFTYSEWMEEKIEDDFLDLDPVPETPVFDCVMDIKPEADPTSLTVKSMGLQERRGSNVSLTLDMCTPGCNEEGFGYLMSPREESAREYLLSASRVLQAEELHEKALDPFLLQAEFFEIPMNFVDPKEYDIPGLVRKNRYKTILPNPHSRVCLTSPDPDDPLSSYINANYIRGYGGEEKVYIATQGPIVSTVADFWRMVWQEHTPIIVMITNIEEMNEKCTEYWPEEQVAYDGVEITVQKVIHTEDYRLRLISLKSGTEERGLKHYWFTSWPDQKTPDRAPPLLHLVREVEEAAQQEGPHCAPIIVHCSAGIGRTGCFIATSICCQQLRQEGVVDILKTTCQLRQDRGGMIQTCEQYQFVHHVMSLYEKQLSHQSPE
#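 System: STEP phosphatase, cell-free reaction; Buffer or medium: Bis-Tris pH 6.0 buffer with DTT, detergent; Incubation: 20 min at room temperature, dark; Measured by: fluorescence, 480/540 nm.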
# SKN-1 inh: suppressors of acrylamide-induced Pgst-4::GFP reporter in worms, primary screen, SKN-1 inhibitor project, whole organism, uHTS, GFP/RFP fluorescence ratio, strain VP596 | actives 0.49% (n = 360,000) | AID 624304, 2012 | inhibition, % at 21.8 µM | C. elegans VP596 Pgst-4::GFP/RFP ratio, 24 h;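 active = interference check ratio from 0.5 to 1.5 plus GFP to RFP signal ratio inhibition reaching or exceeding a fixed threshold, cut at about 30% in these data, passing the limit was not always enough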; also: some compounds called inactive have numbers as strong as hits
# The depositor's hits bear a star; i = inactive; nt = no result given. This is a random part of the collection; about 4.6% have a hit in one of these screens.
SKN-1 inh	DNMT1 inh	Scp-1 inhibitor	NRP1-CendR mod	NadD inh	STEP block	SUMO1 PPI mod	TbMetRS inhib	Neddyl block	mol	LMPTP block
-9	-7	-3	1	1	2	5	-0.7	i	O=C(CCCc1ccccc1)NCc1ccccc1Cl	-1.0
2	0	-2	8	1	0	-1	-0.1	i	CCN(CC)S(=O)(=O)c1cc(C(=O)O)ccc1OC	-1.4
-1	4	0	4	-10	-1	5	-0.6	i	CC(C)(C)c1ccc(-c2noc(CCC(=O)NCc3ccco3)n2)cc1	1.1
-3	0	-7	-4	-3	1	-1	-0.4	i	c1ccc(CCc2cccnc2)cc1	-0.4
0	-1	-23	4	2	-2	-34	-0.5	i	O=[N+]([O-])c1cc2cccnc2c2ncccc12	2.8
-15	2	-10	13	-6	1	-13	-0.1	i	CCOc1ccc(C(C)=O)cc1COc1ccc(C)nc1[N+](=O)[O-]	2.1
5	-1	12	2	-2	-1	-1	-0.5	i	COCC(=O)N(C)C[C@H]1N[C@@](C)(C(=O)OC)[C@H]2C(=O)N(Cc3ccccc3)C(=O)[C@@H]12	-1.9
11	-7	-2	6	-3	1	3	1.7	i	CC(=O)Nc1ccc(SCC(=O)Nc2ccccc2-c2ccccc2)cc1	0.0
18	-1	-18	21*	-8	-3	-28	-0.3	i	O=[N+]([O-])c1cc2ccccc2nc1-c1ccccc1	0.1
18	6	-5	7	2	-2	4	-0.3	i	Cc1c(C(=O)N(C)c2cccc(Cl)c2)cnn1-c1ccccc1	-0.6
-6	-1	-10	18	8	1	7	0.1	i	N#Cc1cc2c(nc1SCc1ccc(Cl)cc1)CCCC2	2.4
-17	1	-3	-12	-4	-1	1	-1.3	i	O=C(NN1C(=O)C2C3C=CC(C4CC34)C2C1=O)c1ccc(Cl)cc1Cl (centres undefined)	-2.3
6	0	-16	11	0	1	3	-0.5	i	c1ccc(-c2nnc(C(c3ccccc3)c3ccccc3)o2)cc1	1.3
-5	56*	50	-66	24	24	25	1.5	i	O=C(O)CN1C(=O)/C(=C\c2cc(Br)ccc2OCc2ccc([N+](=O)[O-])cc2)SC1=S	26
16	1	-9	7	2	3	1	-0.1	i	O=C(CCC(=O)c1cccs1)NC(c1ccccc1)c1ccccc1	0.6
1	-1	1	-2	0	2	3	-1.2	i	CCN(C[C@H]1N[C@@](C)(C(=O)OC)[C@H]2C(=O)N(C)C(=O)[C@@H]12)C(=O)Nc1ccc(OC)cc1	-1.4
-9	-2	6	-9	3	-1	3	-0.2	i	CC(C#N)Sc1ccc(S(=O)(=O)N(C)C2CCCCC2)cn1 (centres undefined)	-0.1
14	3	-4	5	4	-1	-2	-0.6	i	Cc1csc(NC(=O)C2COc3ccccc3O2)n1 (centres undefined)	-0.5
-6	-5	-7	8	6	-2	1	0.0	i	CCOc1ccccc1N1CCN(C(=O)COc2ccc3c(C)cc(=O)oc3c2)CC1	0.7
8	nt	nt	2	nt	nt	9	0.4	i	Cc1ccc(S(=O)(=O)Nc2ccc(F)c(F)c2O)cc1	-0.1
5	-2	nt	0	-4	0	3	-0.2	i	O=C(CC[C@H]1O[C@@H](n2ccc(=O)[nH]c2=O)[C@H](O)[C@@H]1O)NCc1ccccc1	-2.0
5	44	-1	-15	15	6	-4	-0.7	i	CCN1CCc2nc(NC(=O)CC(c3ccccc3)c3ccccc3)sc2C1	1.8
10	0	-7	-3	-11	1	-4	0.2	i	COc1ccc2c(c1)C(=O)Nc1cc(Cl)ccc1N2	1.3
-1	1	1	-3	-7	0	2	-0.8	i	CCOC(=O)c1cc(C)sc1NC(=O)CN1CCN(C(=O)C2CCCO2)CC1 (centres undefined)	-0.1
-12	-1	-5	-23	-5	-2	5	-0.7	i	CCOC(=O)N1CCN(C(=O)CSc2ccc(-c3ccc(OC)cc3)nn2)CC1	-0.5

# 4 structures out of the list, sorted by number of heavy atoms, descending:
SKN-1 inh	DNMT1 inh	Scp-1 inhibitor	NRP1-CendR mod	NadD inh	STEP block	SUMO1 PPI mod	TbMetRS inhib	Neddyl block	mol	LMPTP block
1	-1	1	-2	0	2	3	-1.2	i	CCN(C[C@H]1N[C@@](C)(C(=O)OC)[C@H]2C(=O)N(C)C(=O)[C@@H]12)C(=O)Nc1ccc(OC)cc1	-1.4
5	-2	nt	0	-4	0	3	-0.2	i	O=C(CC[C@H]1O[C@@H](n2ccc(=O)[nH]c2=O)[C@H](O)[C@@H]1O)NCc1ccccc1	-2.0
-9	-7	-3	1	1	2	5	-0.7	i	O=C(CCCc1ccccc1)NCc1ccccc1Cl	-1.0
2	0	-2	8	1	0	-1	-0.1	i	CCN(CC)S(=O)(=O)c1cc(C(=O)O)ccc1OC	-1.4

# Other compounds
SKN-1 inh	DNMT1 inh	Scp-1 inhibitor	NRP1-CendR mod	NadD inh	STEP block	SUMO1 PPI mod	TbMetRS inhib	Neddyl block	mol	LMPTP block
3	2	nt	-9	6	2	3	-1.6	i	CC1=C(C(=O)N(C)C)CC(CC(=O)NCC2CCCCC2)C(=O)N1Cc1ccc(C(C)(C)C)cc1 (centres undefined)	-0.8
8	4	-3	-2	-12	1	-2	-0.5	i	CC(C)COC(=O)C1[C@H]2C(=O)N(Cc3cccs3)C[C@]23C=C[C@H]1O3 (some centres undefined)	-1.1
-10	0	1	1	-1	-2	2	-0.2	i	Cc1ccc2nc(NS(C)(=O)=O)sc2c1	-1.1
12	2	-4	4	1	0	1	0.0	i	Cc1ccc(CCNC(=O)Cn2cccc2)cc1	-0.8
12	-1	7	9	1	0	-21	-0.5	i	O=C(N/N=C/c1ccc(Br)cc1)c1cc[n+]([O-])cc1	-0.3
6	1	nt	5	1	1	1	-0.1	i	COc1ccccc1NC(=O)Nc1nnc([C@H]2C[C@H](O)[C@@H](CO)O2)s1	-1.2
12	nt	nt	2	1	nt	11	-0.6	i	CCCCc1c(-c2ccc(OC)cc2)ncn1CCc1ccccc1OC	3.9
-4	2	-3	0	-6	-2	-1	-0.8	i	c1cc2c(cc1CN1CCOCC1)OCO2	-1.3
-8	3	-6	1	3	-4	4	-1.4	i	Cn1c(CCNC(=O)c2ccccc2)nc2cc(NC(=O)c3ccco3)ccc21	-1.4
-16	5	7	0	-2	8	2	-0.3	i	Cc1ccc(NC(=O)CSC(N)=O)cc1Cl	-0.6
8	-2	0	2	-3	-1	-2	0.2	i	CCCCNC(=O)c1ccccc1SCc1c(C)noc1C	-2.9
-12	0	5	-2	-1	2	5	0.1	i	CCn1cc(S(=O)(=O)CC(=O)Nc2cc(C)on2)c2ccccc21	0.4
6	1	7	-2	2	0	-3	-0.2	i	CC(C)C1Nc2ccc(C(=O)N3CCN(c4ccccn4)CC3)cc2NC1=O (centres undefined)	0.3
-4	-1	-10	0	-2	-2	-2	0.5	i	O=c1[nH]nc(SCc2cc(Cl)ccc2Cl)c(=O)[nH]1	-1.2
4	-2	-4	3	1	0	2	0.0	i	CC(=O)NS(=O)(=O)c1ccc2sc(C)nc2c1	-2.0
10	5	6	-24	6	5	0	0.3	i	Cc1ccc(CSc2nnc(-c3ccccc3N)c(=O)[nH]2)cc1	-0.5
-15	0	1	-2	4	-1	-5	-0.3	i	CCOc1ccccc1-c1cc(C(=O)N/N=C(\C)c2cccnc2)c2ccccc2n1	0.1
-2	0	6	13	-8	-2	-2	-1.1	i	COc1cc(S(N)(=O)=O)c(OC)cc1N	0.3
6	-1	-11	-1	2	-2	8	1.9	i	Clc1cccc(Cl)c1OCCCCN1CCCCC1	-1.1
-15	3	-6	4	-1	0	-3	-1.3	i	C=CC(O)Cc1c(C)n[nH]c1C (centres undefined)	-2.7
3	0	4	3	4	-4	0	-0.9	i	O=C(CSc1ccccc1)NCCCN1CCOCC1	-2.7
12	-2	-9	-24	-4	3	3	-3.1	i	O=C(NN1C(=O)/C(=C/c2cccs2)SC1=S)c1ccccc1	0.2
9	-1	-9	1	-4	-2	3	0.5	i	CCOC(=O)N1CCN(C(=S)NCCOC)CC1	-1.0
11	-1	-5	6	0	1	3	-0.9	i	Oc1[nH]c2ccccc2c1C1=NCCCCC1	0.0
15	-4	-2	4	-2	-12	-2	-0.1	i	COCCn1c(=O)[nH]c2cc(C(=O)NCc3cccnc3)ccc2c1=O	0.5
-3	-4	-2	11	0	1	2	-0.4	i	Cc1ccc(C(C)C)c(OCC(=O)N2CCN(c3ncccn3)CC2)c1	0.6
11	2	-7	-8	-5	-4	6	-0.2	i	CN1CCN(Cc2nc3c(c(=O)[nH]c(=O)n3C)n2CCc2ccccc2)CC1	-0.4
-28	-1	-2	-20	-5	-4	2	-1.5	i	CC(C)CNC(=O)NC(=O)CSc1nc2ccccc2n1CC(C)C	0.4
-2	0	-12	1	3	2	-5	0.5	i	CCCCNC(=O)CSc1nc2cc3c(cc2c(=O)n1Cc1ccco1)OCO3	1.2
4	-11	-3	-2	1	-1	1	-0.4	i	NC(=O)c1ccc(C(F)(F)F)cn1	1.2
19	0	-2	19	-1	-5	-32	-0.3	i	Cn1ccsc1=NC(=O)c1ccc(S(C)(=O)=O)c([N+](=O)[O-])c1	0.7
30	3	-6	-2	1	0	-9	-0.2	i	CC(=O)N1CCN(C(=O)c2ccc(-c3cccc(C(F)(F)F)c3)o2)CC1	-0.2
14	-7	7	3	29	11	-8	-0.4	i	CC1CCN(C2=NC(=O)/C(=C/c3cn(-c4ccccc4)nc3-c3cccc(S(=O)(=O)N(C)C)c3)S2)CC1	5.6
-2	-2	1	3	-4	0	9	-0.4	i	CN(C)C(CNC(=O)CCc1nc2ccccc2s1)c1ccccc1 (centres undefined)	0.2
-16	-1	-7	-6	4	-1	2	-1.2	i	CCC(c1nnc(SCC(=O)N2CC(=O)Nc3ccccc32)n1Cc1ccccc1)N(C)C (centres undefined)	-1.2
10	2	-8	-4	1	-4	-1	0.1	i	COc1ccc(-c2nc(=S)[nH][nH]2)cc1	-0.4
